Screening results: PubChem BioAssay, The Scripps Research Institute Molecular Screening Center
M4 antag: blocks acetylcholine activation of human M4 receptor. actives 0.73% (n = 360,000). inhibition, % at 3 µM. P08173. CHO-hM4 cells, ACh EC80, Fluo-8 calcium fluorescence;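 active = inhibition above its plate's cutoff, the mean inhibition of sample wells plus 3 SD, cut at about 27% in these data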;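 also: 0% = acetylcholine EC80 with DMSO and 100% = DMSO without agonist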
M1 PAM: positive allosteric modulators of human M1 muscarinic receptor; activation, % at 3 µM; CHO-K1 hM1, Fluo-8 calcium fluorescence, ACh EC20; 0% = ACh EC20, 100% = maximal ACh; actives 0.088% (n = 360,000); in the data active = activation above about 19%, passing the limit was not always enough
Target sequence (P11229 whole entry, looked up): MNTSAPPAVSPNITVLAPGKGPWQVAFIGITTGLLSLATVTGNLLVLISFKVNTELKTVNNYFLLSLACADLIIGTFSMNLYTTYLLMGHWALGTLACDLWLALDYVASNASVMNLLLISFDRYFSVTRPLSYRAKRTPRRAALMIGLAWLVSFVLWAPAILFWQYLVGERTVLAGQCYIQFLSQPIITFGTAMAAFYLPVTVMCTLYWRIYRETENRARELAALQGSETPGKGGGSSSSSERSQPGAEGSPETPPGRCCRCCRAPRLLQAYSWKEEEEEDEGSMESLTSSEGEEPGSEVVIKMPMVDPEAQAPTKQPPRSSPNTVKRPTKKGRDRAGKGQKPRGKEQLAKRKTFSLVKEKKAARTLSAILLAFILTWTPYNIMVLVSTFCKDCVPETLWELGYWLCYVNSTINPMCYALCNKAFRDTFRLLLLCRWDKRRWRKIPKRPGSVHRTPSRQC
CHO-K1 Ca antag: M1 antagonist counterscreen hit in parental CHO-K1 cells; ATP-induced calcium, Fluo-8 fluorescence; inhibition, % at 3 µM; actives 0.6% (n = 360,000); AID 602250;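 active = inhibition above a per-plate cutoff, the plate's mean sample inhibition plus 3 SD, cut at about 24% in these data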;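 also: 0% = DMSO plus EC80 ATP and 100% = DMSO alone without ATP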
CHRM4 agonist: CHRM4 agonism in calcium assay; CHO-K1 hM4/Gqi5, Fluo-8 calcium fluorescence; vehicle 0%, full acetylcholine response 100%; activation, % at 3 µM; P08173; AID 624127; actives 0.14% (n = 360,000);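 active = activation above the run mean over all test wells plus 3 SD, cut at about 32% in these data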;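 also: peak over basal fluorescence ratio per well then scaled between controls; 0% = DMSO wells and 100% = acetylcholine at EC100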
CHO parental Ca: counter-screen for OX1R antagonists: effect in parental CHO cells; parental CHO-K1, ATP-induced calcium, Fluo-8 fluorescence; actives 0.63% (n = 330,000); inhibition, % at 5.6 µM; AID 463079;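 active = inhibition above that plate's mean sample inhibition plus 3 SD, cut at about 26% in these data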;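 also: 0% = ATP-challenged DMSO wells and 100% = DMSO wells without ATP; some compounds past the cut are filed as inactive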
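Test system: untransfected parental CHO cell line. Compound: one dose, 5.6 µM nominal. Detection: intracellular calcium via Fluo-8 no-wash fluorescent dye. Measure: % inhibition. Benchmarks: ATP-challenged DMSO wells low, unchallenged DMSO wells high.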
CHO-K1 Ca ag: M1 agonist counterscreen hit in parental CHO-K1 cells; Fluo-8 calcium fluorescence; scaled to maximal ATP response, vehicle zero; activation, % at 3 µM; actives 0.48% (n = 360,000); AID 602248; in the data active = activation above about 15%;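 also: untransfected CHO-K1 host cells lacking M1 receptor as counterscreen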
CHRM1 antagonist: human CHRM1 antagonism | P11229 | actives 1.3% (n = 360,000) | inhibition, % at 3 µM | CHO-K1 hM1, Fluo-8 calcium fluorescence, ACh EC80 antagonist;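 active = percent inhibition above its own plate's cutoff, namely the mean of that plate's compound wells plus 3 SD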;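 also: peak over basal fluorescence ratio during 140 s after agonist addition; 0% = ACh EC80 plus DMSO and 100% = DMSO alone without agonist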
OXTR potentiate: potentiators of human oxytocin receptor | P30559 | CHO-OTR cells, Fluo-8 calcium fluorescence, potentiator mode; 0% = oxytocin EC15, 100% = EC100 | activation, % at 3 µM | AID 2445 | actives 0.061% (n = 320,000);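 active = activation above that plate's cutoff, the mean activation of tested compounds plus 3 SD, cut at about 6.6% in these data, passing the limit was not always enough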;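 also: 100% uses oxytocin at 75 nM as the full agonist control; some results filed as inactive read as strong as hits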
Target sequence (P30559 whole entry, looked up): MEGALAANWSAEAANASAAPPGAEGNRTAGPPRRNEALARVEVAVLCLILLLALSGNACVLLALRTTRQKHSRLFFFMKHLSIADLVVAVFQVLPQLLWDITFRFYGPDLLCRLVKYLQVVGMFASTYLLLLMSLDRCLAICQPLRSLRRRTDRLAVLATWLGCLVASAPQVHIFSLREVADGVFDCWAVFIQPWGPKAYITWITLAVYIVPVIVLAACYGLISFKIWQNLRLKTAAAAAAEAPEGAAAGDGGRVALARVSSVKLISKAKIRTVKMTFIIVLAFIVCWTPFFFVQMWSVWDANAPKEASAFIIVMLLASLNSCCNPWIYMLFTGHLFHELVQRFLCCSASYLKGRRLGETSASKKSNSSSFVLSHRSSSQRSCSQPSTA
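Assay system: CHO cell line stably expressing human OTR | Also added: Oxytocin at about EC15, sub-maximal agonist stimulus | Times: Compound 6 min at room temperature before oxytocin, 100 s read | Measured by: Fluo-8 intracellular calcium fluorescence, ex 470-495, em 515-575 nm | Controls: EC15 oxytocin alone as 0%, 75 nM oxytocin as 100%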
M1 ag: activates human CHRM1 receptor; CHO-K1 hM1, Fluo-8 calcium fluorescence, agonist mode; 0% DMSO, 100% acetylcholine EC100; AID 588814; activation, % at 3 µM; actives 0.33% (n = 360,000); P11229;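 active = activation above the run's mean compound activation plus 3 SD, cut at about 16% in these data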;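 also: peak over basal fluorescence ratio within a 140 s kinetic read after compound addition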
Numbers without * were called inactive; / = no result given. Compounds were not picked by outcome; 2.9% or so of the library scored in one or more.

Every second line gives: CHO parental Ca, CHO-K1 Ca ag, CHRM4 agonist, M1 ag, M1 PAM, CHRM1 antagonist, M4 antag, OXTR potentiate, CHO-K1 Ca antag
- COc1ccc(OC)c(C(=O)CN2C(=O)NC(C)(c3ccccc3)C2=O)c1 (stereo not given)
 : -25.4, 0.8, 3.4, 4.5, 8.7, -14.1, 4.9, -5.3, 5.5
- Cn1cnc2c(=O)[nH]cc([N+](=O)[O-])c21
 : -7.7, 0.7, 0.1, -4.0, 12.0, -13.4, 1.6, -15.5, -0.3
- CC(C)c1ccc(NC(=O)C(c2ccccc2)N(C)C(=O)CCc2c[nH]c3ccccc23)cc1 (stereo not given)
 : -12.8, -0.7, 0.2, -0.8, 4.1, 4.6, 13.2, -6.2, 5.5
- NC(=O)COc1ccc(NS(=O)(=O)Cc2ccccc2)cc1
 : -4.1, 0.8, 1.9, -4.3, 9.5, -18.9, -6.1, 2.4, -5.5
- Cc1cnc(C(=O)OCC(=O)C23CC4CC(CC(C4)C2)C3)cn1
 : 19.1, -0.1, 0.5, -1.7, 3.4, -5.5, -4.5, -4.9, 16.2
- CCCCCCC1CC(CCc2nc(=S)[nH][nH]2)C(=O)O1 (stereo not given)
 : -11.2, -0.1, -1.1, -6.9, 4.9, -2.5, 11.5, -5.9, -5.5
- COc1ccc(S(=O)(=O)Nc2ccc3c(c2)C(=O)N([C@H](C)CO)C[C@H](C)[C@@H](CN(C)C(=O)NC(C)C)O3)cc1
 : -6.0, 1.7, 1.4, -5.5, 10.3, -9.2, 9.8, 3.6, -14.3
- O=C(NCc1ccccc1F)C(=O)NCC1OCCCN1S(=O)(=O)c1cccs1 (stereo not given)
 : -12.1, 2.3, 2.8, -2.5, 5.3, -10.0, -10.9, -4.4, -16.4
- O=S(=O)(NC1CC1)c1cccc(S(=O)(=O)N2CCCC2)c1
 : -17.0, 0.3, 1.4, -2.1, 1.3, -14.1, -3.4, -3.4, -2.9
- Cc1ccc(Sc2ncccc2C(=O)NCC(c2ccc(F)cc2)N2CCOCC2)cc1C (stereo not given)
 : -19.5, 0.6, 8.3, -2.4, -3.9, 16.8, -4.4, -4.8, 7.3
- CCCc1nc2oc3c(NCCOCCO)ncnc3c2c2c1COC(C)(C)C2
 : -17.4, 1.9, 2.7, -3.6, 3.8, 1.1, 9.9, 2.2, 1.9
- C#CCOCCOCCOCCNc1nc(N2CCN(C(=O)[C@H](CCCN=C(N)N)n3cc(C(N)[C@@H](C)CC)nn3)CC2)nc(N2CCN(C(=O)[C@H](CCCCN)n3cc([C@@H](N)[C@H](C)CC)nn3)CC2)n1 (stereo not given in full)
 : 1.5, -0.2, -0.2, -2.1, 1.9, -2.2, 9.4, 4.9, 10.4
- Cc1csc2nc(NC(=O)c3ccccc3)sc(=O)c12
 : -18.0, 0.7, 1.8, -3.0, 8.7, -5.1, -9.2, -1.7, -0.3
- Cc1ccc(S(=O)(=O)N2CCN(C(=O)COC(=O)CCOc3ccccc3)CC2)c(C)c1
 : -21.4, 7.0, 9.6, 1.0, 9.2, -7.2, -2.5, -10.7, -20.5
- Cn1cnnc1SCc1ccccc1Br
 : -7.5, 0.5, 0.4, -4.5, 6.1, -13.1, 7.9, -12.9, -4.3
- COc1ccc(CC(NC(C)=O)C(=O)NC2CCN(C(=O)NCc3ccccc3)CC2)cc1OC (stereo not given)
 : -3.4, 0.5, 1.2, -3.8, -0.1, -7.2, 11.3, -3.8, -0.5
- CCCOc1ccc(CNC(=O)c2ccc3c(c2)N(CC)CCS3)cc1
 : -11.7, -0.6, 0.6, -6.3, -9.1, 9.8, -5.7, -0.3, 7.7
- CON(C)C(=O)/C=C/c1ccc([B-](F)(F)F)cc1
 : /, 0.4, 0.4, -2.2, 5.2, -7.6, -16.9, /, -18.4
- CN(C)C(=O)c1cn(-c2ccccc2)nc1-c1cccs1
 : -14.4, 1.8, 3.1, -2.7, 4.8, -6.8, -14.4, -1.8, 10.6
- COc1ccc(-c2cc(C(=O)Nc3c(F)cc(F)cc3Br)no2)cc1
 : 2.5, 1.4, 1.5, -5.6, 5.4, -5.6, -4.7, -5.7, -15.1
- O=C(CN1CCN(c2ccccn2)CC1)Nc1ccc([N+](=O)[O-])cc1C(=O)Nc1ccccc1F
 : -17.6, 4.5, 13.1, -2.1, 6.3, 14.0, 2.5, -1.2, 8.7
- C#CCOC(=O)CCCC(=O)Nc1ccccc1OC
 : 5.4, 4.3, 0.8, -1.1, -3.3, 13.9, 1.7, -13.3, 20.9
- Cc1ccc(N(C(=O)c2csnn2)C(C(=O)NC2CCCCC2)c2cccnc2)cc1C (stereo not given)
 : -19.1, 1.6, 1.3, -2.4, 9.7, -17.1, -24.3, -5.2, -19.4
- COc1ccc(/C(N)=N/OC(=O)CCC2CCCC2)cc1
 : 11.3, 0.7, 1.5, 0.2, 14.8, -8.2, -3.7, -4.0, -8.2
- CC(=O)CSc1nnc(-c2ccco2)n1-c1ccccc1
 : -11.8, 6.1, 21.4, -2.1, -7.7, 10.3, 6.9, -9.1, 3.2
- CC1CCCN(S(=O)(=O)c2ccc(NC(=O)CN3CCCCC3)cc2)C1 (stereo not given)
 : -7.2, 0.1, 0.4, -7.3, 0.4, -6.0, 5.6, -12.1, 2.8
- O=C(NCc1ccccc1)C1=C[C@H](c2ccc(C(F)(F)F)cc2)C[C@H](OCc2ccc(CO)cc2)O1
 : -18.2, 0.5, 3.3, -6.3, -0.5, 9.5, -0.6, 5.6, -1.9
- O=C(NC1CC1)C1=C[C@H](c2c[nH]c3ccccc23)C[C@H](OCc2ccc(CO)cc2)O1
 : -3.0, -0.3, /, -2.1, -6.8, 13.1, 8.2, -21.6, 5.8
- O=C(O)C[C@H]1c2ccccc2S(=O)(=O)N1C1CCCCC1
 : 5.3, -0.3, 0.6, -1.1, 3.5, 1.8, 2.9, -2.1, -11.9
- Cc1ccc(CNC(=O)CSCc2ccccc2)cc1
 : 1.9, 1.9, -0.6, -3.8, 7.5, -5.6, 3.0, -7.4, -5.8
- COc1cc2c(cc1OC)/C(=C/C(=O)c1cccc([N+](=O)[O-])c1)NCC2
 : -25.6, 2.2, 6.8, -5.1, 11.1, -9.4, -12.1, 4.3, -2.1
- Fc1ccccc1Cc1noc(CN2CCN(c3ccc(Cl)cn3)CC2)n1
 : 4.6, 1.3, 2.7, -5.1, -1.0, 3.5, -10.7, -10.2, -9.9
- NC(=O)Cn1cc(/C=N/NC(=O)c2ccc(Cn3cc(Cl)cn3)o2)c(-c2ccccc2)n1
 : /, -0.3, -0.6, -1.5, -2.0, 1.7, 4.1, /, 12.2
- CN(C)CCCC(C)(O)C(C)(C)c1ccccc1 (stereo not given)
 : 5.1, -0.2, 0.2, -9.9, 5.9, -5.9, 9.6, -5.1, -1.9
- CCN(CC)CCNC(=O)C1CCCCN1S(=O)(=O)c1cccc([N+](=O)[O-])c1 (stereo not given)
 : -11.4, 0.4, 0.0, -8.2, 1.4, -3.9, 3.0, 1.2, -8.4
- Clc1ccc2nc(-c3ccc(Cl)nc3)[nH]c2c1
 : -13.6, 2.4, 10.4, -1.2, 3.8, -2.0, -4.5, -8.6, -2.4
- Cc1nn(C)c(C(=O)Nc2ccc(S(=O)(=O)NC34CC5CC(CC(C5)C3)C4)cc2)c1Br
 : 23.4, 0.6, 3.3, -2.6, -6.5, -10.7, 6.7, -10.1, 4.7
- O=C1NNC(c2ccccc2)=N/C1=C\c1ccccc1
 : -10.8, 0.5, 1.3, -2.5, 2.9, 1.6, 9.1, 2.2, -1.3
- Cc1cc(C)n2cc(CSc3ccccn3)nc2n1
 : -6.5, 1.3, 0.7, -6.1, 4.6, -0.4, 0.8, -3.5, -7.8
- Cc1ccc(Nc2nc(C(=O)N3CCC(C(=O)N4CCN(C)CC4)CC3)cs2)cc1
 : -18.5, 1.2, -0.2, -7.1, 14.7, -9.1, 2.2, 0.1, -10.9
- COc1cc(CN2CCC(C(=O)NC(c3ccc(-c4ccccc4)cc3)c3cnccn3)CC2)cc(OC)c1 (stereo not given)
 : /, 2.4, 19.7, -0.1, 0.2, -7.5, -4.8, /, -2.4
- Cc1cc(=O)[nH]c(SCC(=O)c2ccc3c(c2)NC(=O)CO3)n1
 : -12.0, 0.1, 0.9, -3.2, 3.6, -7.1, 2.1, -3.6, -4.8
- CCN(C(=O)COC(=O)c1ccccc1NCCO)C1CCS(=O)(=O)C1 (stereo not given)
 : -6.1, 1.7, 0.3, -2.7, 0.6, 1.3, -0.1, -2.8, -8.9
- O=c1[nH]c(=O)n(CCOc2ccc(Cl)cc2)cc1Br
 : 0.5, 1.0, 1.6, -2.6, 4.5, -14.7, -1.6, -20.9, -4.3
- CCCn1c(N)c(N(CCOC)C(=O)c2ccc([N+](=O)[O-])c(C)c2)c(=O)[nH]c1=O
 : -8.8, 0.0, 0.5, -3.0, 10.5, -3.7, 6.5, 1.5, -7.0

Next section, overlapping the part above by two compounds.
Every second line gives: CHO parental Ca, CHO-K1 Ca ag, CHRM4 agonist, M1 ag, M1 PAM, CHRM1 antagonist, M4 antag, OXTR potentiate, CHO-K1 Ca antag
- O=c1[nH]c(=O)n(CCOc2ccc(Cl)cc2)cc1Br
 : 0.5, 1.0, 1.6, -2.6, 4.5, -14.7, -1.6, -20.9, -4.3
- CCCn1c(N)c(N(CCOC)C(=O)c2ccc([N+](=O)[O-])c(C)c2)c(=O)[nH]c1=O
 : -8.8, 0.0, 0.5, -3.0, 10.5, -3.7, 6.5, 1.5, -7.0
- Cc1sc2ncnc(SCC(=O)N3CCN(C(=O)c4ccco4)CC3)c2c1C
 : -14.3, 0.9, 3.9, -12.3, -4.8, -1.7, -1.7, -2.9, 0.4
- COc1ccc(NC(=O)C2CCN(S(=O)(=O)c3ccc(Br)s3)CC2)cc1OC
 : -15.1, 2.9, 3.4, -4.8, 2.7, -6.4, 7.1, -11.1, -13.9
- Cc1oc(C(C)(C)C)cc1C(=O)Nc1ccc(C(=O)O)cc1
 : -5.2, -0.2, -1.2, -2.4, 8.4, -10.9, 7.6, -2.5, 6.6
- COc1ccc(NC(C)=O)cc1S(=O)(=O)Nc1ccc2c(c1)OCCO2
 : -6.2, 1.8, 1.1, -6.5, 15.0, -8.3, -4.4, -3.4, -15.9
